Screens (PubChem BioAssay)
A549 viability – kills or reduces viability of A549 cells in Nrf2 counter-screen. A549 ARE-Fluc cells, CellTiter-Fluor viability, 18-24 h. Potency, µM (highest dose often 46 µM), without a hit: at the highest dose activity change, negative = cytotoxicity, most hits filed as inhibitors. AID 504648. 0.16% of 390,000 active; also: potency is read from the fitted curve at half-maximal effect; % is scaled to controls: 0 for no effect and ±100 for the full control effect
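Cytotoxicity counterscreen: CellTiter-Fluor fluorescence was measured in A549 ARE_Fluc cells after 18-24 h of compound exposure in a concentration series. The subsequent BugLite luminescent read reports ARE-luciferase activity.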
Mm-Cpn inhibitor – blocks the Methanococcus maripaludis chaperonin Mm-Cpn; Potency, µM (titrated, usually from 76.9 µM), for inactives: at the top dose activity, negative = inhibition, hits mostly inhibitors; 0.031% of 330,000 active; purified Mm-Cpn ATPase, ADP Transcreener TR-FRET; also: potency is read from the fitted curve at half-maximal effect; % is scaled to controls: 0 for no effect and ±100 for the full control effect; nearly all actives have a fitted effect of over 80% in size
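Eu-cryptate anti-ADP/ADP-d2 competition gives a ratio inversely related to ADP. Enzyme at 25 nM was pre-exposed to compound for 10 min, then given 10 uM ATP for 30 min, 37°C throughout.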
TGFb inhibitor – blocks TGF-b signaling; HepG2 CAGA-GFP TGF-b/SMAD3 reporter, GFP fluorescence, 18 h; TGF-beta stimulated, 500 pg/mL final; Potency, µM (top dose mostly 46.1 µM), for the others: at the top dose activity, negative = inhibition, hits mostly inhibitors; 1.2% of 410,000 active; AID 588855; also: potency is read from the fitted curve at half-maximal effect; % is scaled to controls: 0 for no effect and ±100 for the full control effect; nearly all actives have a fitted effect of over 65% in size
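Smad-responsive CAGA-GFP expression was quantified in HEPG2 cells exposed to compounds and 500 pg/mL final TGF-beta for 18 h at 37 degrees C; unstimulated wells defined full inhibition.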
Akt phos inh – blocks phosphorylation of Akt | Neuro2A IGF-stimulated pAkt S473 HTRF, 20 min; hits give low values | activity change, % for hits at 50 µM | 0.32% of 360,000 active | AID 651550; in the data active = activity change below about -80%; inconclusive = mostly about -51% to -80%; also: % is scaled to controls: 0 for no effect and ±100 for the full control effect
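Neuro2A cells (4,500/well, DMEM with 0.5% FBS) were treated with compound at a single 50 µM final concentration, stimulated with 6 nM IGF for 20 min at 37 °C, and lysed. Phospho-Akt Ser473 was read by HTRF as 665/615 ratio ×10^4.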
Nrf2 ARE act – activates Nrf2 signaling. AREc32 ARE-luciferase reporter (MCF7-derived line), luminescence, 24 h. Potency, µM (titrated, usually from 46.1 µM), without a hit: at the highest dose activation, usual class: activators. 0.31% of 410,000 active. AID 624171; also: potency is read from the fitted curve at half-maximal effect; % of control where 0% means no effect; nearly all actives have a fitted effect of over 65% in size
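Each well held 1000 AREc32 cells, which were incubated with compound for 24 hr at 37 deg C after overnight attachment, and ARE reporter activity was quantified by firefly luciferase luminescence.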
HepG2 viability – kills HepG2 cells in TGF-b inhibitor counter-screen; HepG2 CAGA-GFP viability, ATP luminescence, 18 h; Potency, µM (titrated, usually from 46.1 µM), for inactives: at the highest dose activity change, negative = cytotoxicity, hits mostly cytotoxic; 0.76% of 410,000 active; AID 588856; also: potency is read from the fitted curve at half-maximal effect; some results filed as inactive show a strong effect at the top dose
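CellTiter-Glo luminescence gave cytotoxicity after 18 hours at 37 degrees C. The cells were HepG2 CAGA-GFP in 1% FBS DMEM, stimulated with 500 pg/mL TGF-beta after compound addition. %Activity was normalised to no-cell wells (complete cell-killing) and DMSO (no toxicity), and curves were fitted and classified.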
Abeta yeast res – compounds reversing amyloid beta toxicity in yeast | yeast expressing A-beta42, growth rescue, OD600, 48 h; response scale: 0% DMSO, 100% iron-clioquinol control | Potency, µM (series often up to 46.1 µM), for inactives: top-dose growth rescue, usual class: activators | 0.063% of 410,000 active; also: potency is read from the fitted curve at half-maximal effect; nearly all actives have a fitted effect of over 55% in size
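Yeast growth medium received pinned compounds, then yeast cells expressing toxic A-beta were added; plates incubated at 30 C for 48 hr. Growth read as absorbance at 600 nm, normalized to DMSO and equimolar FeCl3 plus clioquinol controls.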
Nrf2 block – inhibitors of Nrf2 signaling. A549 ARE-Fluc reporter, luciferase luminescence, 18-24 h. 2.1% of 360,000 active. Potency, µM (series often up to 46 µM), for the others: at the top dose activity change, negative = inhibition, actives largely listed as inhibitors; also: potency is read from the fitted curve at half-maximal effect; % is scaled to controls: 0 for no effect and ±100 for the full control effect; nearly all actives have a fitted effect of over 60% in size
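Quantitative HTS in A549 cells stably bearing an antioxidant response element-firefly luciferase construct. Inhibition of Nrf2-driven transcription was scored by luminescence after 18-24 h of compound exposure at 37 °C.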
CCT chaperon mod – cytosolic chaperonin activity modulation. purified chaperonin ATPase assay, HTRF ADP detection, 30 min. activity change, % (no concentration beside the values), hits read low. 0.3% of 360,000 active; in the data active = activity change below about -30%; also: % is scaled to controls: 0 for no effect and ±100 for the full control effect
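First, chaperonin was dispensed at 40 nM or 20 nM final depending on batch activity. Next, compounds were pinned at 76 uM and ATP added at 10 uM. After 30 min at 37 °C, ADP detection reagents ran 30 min at ambient temperature.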
* marks the source's active call; other numbers are inactive results; [ ] = dose if it differs, or a comment. Unless noted, calls follow the shape of the dose curve; as a rule, active = well fitted curve in the direction sought with a large enough effect; inconclusive = small, poorly fitted or top-dose-only effect, or another doubt; inactive = no such curve, though single readings can be large; an effect the other way counts as inactive or inconclusive. Hits appear at their usual frequency. About 4.3% of those tested had a hit in this group.

For COc1ccc(OC)c(C(=O)CCCCC(=O)c2cc(OC)ccc2OC)c1 the results were TGFb inhibitor -24%, Akt phos inh inactive, Nrf2 ARE act -1.7%, HepG2 viability -48%, Abeta yeast res -2% and CCT chaperon mod 0.4.
`Cc1ccc(S(=O)(=O)N2CCCC2)cc1C(=O)NCC(C)(C)N1CCOCC1` gave A549 viability 0%, Mm-Cpn inhibitor -11%, TGFb inhibitor -2%, Akt phos inh inactive, Nrf2 ARE act 0.3%, HepG2 viability -6%, Abeta yeast res 1%, Nrf2 block -3% and CCT chaperon mod -0.4.
Screening COC(=O)CC1COc2ccccc2N1S(=O)(=O)c1ccc(Br)cc1 (stereo not drawn) returned A549 viability 5%, Mm-Cpn inhibitor 0%, TGFb inhibitor 16%, Akt phos inh inactive, Nrf2 ARE act -0.5%, HepG2 viability -7%, Abeta yeast res 1%, Nrf2 block 4% and CCT chaperon mod -0.2.
Screening CCCCc1cc(=O)oc2cc(C)cc(OCC(=O)N3CCC(C(N)=O)CC3)c12 returned A549 viability 4%, Mm-Cpn inhibitor -5%, TGFb inhibitor 0%, Akt phos inh inactive, Nrf2 ARE act 0.3%, HepG2 viability -41%, Abeta yeast res -2%, Nrf2 block 3% and CCT chaperon mod -1.0.
`O=C(Cn1c(-c2cccs2)cc2cc(Cl)ccc21)NCc1ccccc1` gave A549 viability -3%, TGFb inhibitor -21%, Nrf2 ARE act 7.9%, HepG2 viability -10%, Abeta yeast res 11% and Nrf2 block inconclusive.
Screening COc1ccccc1CNC(=O)C(=O)NCC1OCCN1S(=O)(=O)c1ccc(Br)cc1 (stereo not drawn) returned A549 viability 2%, Mm-Cpn inhibitor 0%, TGFb inhibitor -3%, Akt phos inh inactive, Nrf2 ARE act 2.6%, HepG2 viability 0%, Abeta yeast res 10%, Nrf2 block inconclusive and CCT chaperon mod 0.6.
CC(=O)N1c2ccccc2CC1C(=O)N1CCN(c2ccccc2)CC1 (stereo not drawn) was read as A549 viability -3%, TGFb inhibitor 8%, Nrf2 ARE act -0.7%, HepG2 viability 4% and Abeta yeast res -11%.
For COc1cc(Br)cc(/C=N/N(CCO)C2=NS(=O)(=O)c3ccccc32)c1OC the results were A549 viability 10%, Mm-Cpn inhibitor -3%, TGFb inhibitor inconclusive, Akt phos inh inactive, Nrf2 ARE act 2.6%, HepG2 viability -23%, Abeta yeast res -24%, Nrf2 block 30% and CCT chaperon mod 1.6.
For COc1ccccc1-c1nnc(SCC(=O)Nc2ccc(S(N)(=O)=O)cc2)n1N the results were A549 viability 0%, Mm-Cpn inhibitor 0%, TGFb inhibitor 15%, Akt phos inh inactive, Nrf2 ARE act -0.3%, HepG2 viability 30%, Abeta yeast res -4%, Nrf2 block inconclusive and CCT chaperon mod 1.1.
Screening Cc1ccc(NC(=O)CCn2c(=O)oc3ccccc32)c(C)c1 returned A549 viability -1%, Mm-Cpn inhibitor -16%, TGFb inhibitor -4%, Akt phos inh inactive, Nrf2 ARE act -0.9%, HepG2 viability 1%, Abeta yeast res 15%, Nrf2 block 2% and CCT chaperon mod 1.7.
For CC(=O)Nc1ccc(Nc2cc(C)nc(Nc3ccc(NC(C)=O)cc3)n2)cc1 the results were A549 viability 0%, Mm-Cpn inhibitor 1%, TGFb inhibitor 13%, Akt phos inh inactive, Nrf2 ARE act -0.1%, HepG2 viability -3%, Abeta yeast res -4%, Nrf2 block 0% and CCT chaperon mod 0.7.
COc1ccc(CNC(=O)CNS(=O)(=O)c2cccs2)cc1 was read as A549 viability -4%, Mm-Cpn inhibitor 1%, TGFb inhibitor 1%, Akt phos inh inactive, Nrf2 ARE act -0.2%, HepG2 viability 5%, Abeta yeast res -10%, Nrf2 block 4% and CCT chaperon mod -3.8.
`COc1ccc(-c2nc(CSCC(=O)N3CCN(c4cccc(C)c4C)CC3)c(C)o2)cc1OC` gave A549 viability -16%, TGFb inhibitor -27%, Nrf2 ARE act -2.8%, HepG2 viability -38% and Abeta yeast res -4%.
`NS(=O)(=O)c1cccc(NC(=O)COc2ccc([N+](=O)[O-])cc2)c1` gave A549 viability 2%, Mm-Cpn inhibitor 1%, TGFb inhibitor 0%, Akt phos inh inactive, Nrf2 ARE act -0.6%[9.22 µM], HepG2 viability -1%, Abeta yeast res -3%, Nrf2 block inconclusive and CCT chaperon mod 1.9.
Screening CCOc1ccc(S(=O)(=O)c2c(C(=O)c3ccccc3)cnc3cc4c(cc23)OCCO4)cc1 returned A549 viability 9%, Mm-Cpn inhibitor inconclusive, TGFb inhibitor 8%, Akt phos inh inactive, Nrf2 ARE act 27%, HepG2 viability 18%, Abeta yeast res 22%, Nrf2 block 7% and CCT chaperon mod 1.2.
Screening Oc1ccc(/C=N/NC(=S)NC2CC3CCC2C3)cc1 (stereo not drawn) returned A549 viability -6%, Mm-Cpn inhibitor inconclusive, TGFb inhibitor -27%, Akt phos inh inactive, Nrf2 ARE act 3.8%, HepG2 viability -30%, Abeta yeast res inconclusive, Nrf2 block inconclusive and CCT chaperon mod 0.1.
Cc1ccc(C(=O)Nc2ccc(N3CCCC3)cc2)c(C)c1 was read as A549 viability -5%, Mm-Cpn inhibitor -7%, TGFb inhibitor -10%, Akt phos inh inactive, Nrf2 ARE act -0.5%, HepG2 viability -5%, Abeta yeast res 17%, Nrf2 block 34% and CCT chaperon mod 2.2.
`Cc1cccc(CNC(=O)c2ccc(-c3nc(CS(=O)(=O)c4ccccc4)c(C)o3)cc2)c1` gave A549 viability 6%, TGFb inhibitor -4%, Nrf2 ARE act 0.9%, HepG2 viability -69%, Abeta yeast res -24% and Nrf2 block inconclusive.
Screening O=C(COC(=O)Cc1ccccc1[N+](=O)[O-])Nc1nnc(-c2ccccc2)o1 returned A549 viability 7%, Mm-Cpn inhibitor 1%, TGFb inhibitor 20%, Akt phos inh inactive, Nrf2 ARE act 0.1%, HepG2 viability 1%, Abeta yeast res 0%, Nrf2 block 18% and CCT chaperon mod -1.8.
Screening O=C(Nc1nnc(C2=COCCO2)o1)c1ccc(S(=O)(=O)N2CCOCC2)cc1 returned A549 viability 6%, Mm-Cpn inhibitor 1%, TGFb inhibitor -1%, Akt phos inh inactive, Nrf2 ARE act -0.5%, HepG2 viability 2%, Abeta yeast res -2%, Nrf2 block 8% and CCT chaperon mod -3.1.
`O=C(Nc1ccc(F)cc1)C(c1ccccc1)N1CCN(C(=O)c2ccco2)CC1` (stereo not drawn) gave A549 viability -1%, Mm-Cpn inhibitor 0%, TGFb inhibitor -4%, Akt phos inh inactive, Nrf2 ARE act -0.3%, HepG2 viability -9%, Abeta yeast res -10%, Nrf2 block 5% and CCT chaperon mod -1.6.
For CCCCn1nc(C(=O)N2CCc3ccccc32)c2ccccc2c1=O the results were A549 viability -2%, Mm-Cpn inhibitor 1%, TGFb inhibitor -6%, Akt phos inh inactive, Nrf2 ARE act 0.5%, HepG2 viability -17%, Abeta yeast res -7%, Nrf2 block inconclusive and CCT chaperon mod -1.5.
N#Cc1c(N)nc(N2CCCC2)c(C#N)c1-c1ccc(Cl)cc1 was read as A549 viability -19%, Mm-Cpn inhibitor -3%, TGFb inhibitor -5%, Akt phos inh inconclusive, Nrf2 ARE act 0.2%, HepG2 viability -1%, Abeta yeast res -11%, Nrf2 block -8% and CCT chaperon mod -0.3.
For Cc1ccc(NC(=O)COC(=O)/C=C/c2cccc(Cl)c2)cc1S(=O)(=O)N1CCOCC1 the results were A549 viability -1%, Mm-Cpn inhibitor -2%, TGFb inhibitor -4%, Akt phos inh inactive, Nrf2 ARE act -0.5%, HepG2 viability 2%, Abeta yeast res 6%, Nrf2 block -9% and CCT chaperon mod -3.7.
O=C(c1cccs1)N(Cc1cccnc1)c1nc2ccc(F)cc2s1 was read as A549 viability -13%, TGFb inhibitor -30%, Nrf2 ARE act 4.3%, HepG2 viability -30% and Abeta yeast res -14%.
Screening CCOC(=O)c1cn2nc(Oc3ccc(NC(C)=O)cc3)ccc2n1 returned A549 viability 2%, Mm-Cpn inhibitor -1%, TGFb inhibitor -11%, Akt phos inh inactive, Nrf2 ARE act -0.7%, HepG2 viability 15%, Abeta yeast res 3%, Nrf2 block inconclusive and CCT chaperon mod 0.0.
Screening Cc1cc(-c2c(C)[nH]n(-c3ccc(Cl)cc3)c2=O)n(-c2ccc(Cl)cc2)n1 returned A549 viability -4%, Mm-Cpn inhibitor 0%, TGFb inhibitor -1%, Akt phos inh inactive, Nrf2 ARE act 0.4%, HepG2 viability -31%, Abeta yeast res -5%, Nrf2 block -21% and CCT chaperon mod -0.7.
`COc1ccc(OC)c(-c2noc(N3CCN(c4cccc(C)c4C)CC3)n2)c1` gave A549 viability -1%, TGFb inhibitor inconclusive, Nrf2 ARE act 0.8%, HepG2 viability -8%, Abeta yeast res -3% and Nrf2 block 3%.
O=S(=O)(CCc1nnc(-c2ccc(Br)cc2)o1)c1ccc(Cl)cc1 was read as A549 viability -3%, Mm-Cpn inhibitor 0%, TGFb inhibitor 18%, Akt phos inh inactive, Nrf2 ARE act 0.4%, HepG2 viability 8%, Abeta yeast res 0%, Nrf2 block -12% and CCT chaperon mod -3.1.
